High-throughput results (PubChem BioAssay)
HepG2 viability = kills HepG2 cells in TGF-b inhibitor counter-screen; HepG2 CAGA-GFP viability, ATP luminescence, 18 h; Potency, µM (series often up to 46.1 µM), inactives show at the highest dose activity change, negative = cytotoxicity, hits mostly cytotoxic; 410,000 tested, 0.76% active; also: potency is read from the fitted curve at half-maximal effect; some results filed as inactive show a strong effect at the top dose
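CellTiter-Glo luminescence gave cytotoxicity after 18 hours at 37 degrees C. The cells were HepG2 CAGA-GFP in 1% FBS DMEM, stimulated with 500 pg/mL TGF-beta after compound addition. %Activity was normalised to no-cell wells (complete cell-killing) and DMSO (no toxicity), and curves were fitted and classified.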
TGFb inhibitor = blocks TGF-b signaling | HepG2 CAGA-GFP TGF-b/SMAD3 reporter, GFP fluorescence, 18 h; TGF-beta stimulated, 500 pg/mL final | Potency, µM (top dose mostly 46.1 µM), for inactives: top-dose activity, negative = inhibition, usual class: inhibitors | 410,000 tested, 1.2% active | AID 588855; also: potency is read from the fitted curve at half-maximal effect; % is scaled to controls: 0 for no effect and ±100 for the full control effect; nearly all actives have a fitted effect of over 65% in size
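HEPG2 CAGA-GFP cells (1000/well, DMEM with 1% FBS) were pre-incubated 2 h at 37 degrees C, given compound by pin tool, then stimulated with TGF-beta at 500 pg/mL final for 18 h before per-cell GFP fluorescence imaging.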
A549 tox = counter-screen for Nrf2 inhibitors: cytotoxicity in A549 cells; A549 ARE-Fluc cells, CellTiter-Fluor viability, 18-24 h; Potency, µM (series often up to 46 µM), without a hit: at the highest dose activity change, negative = cytotoxicity, most hits filed as inhibitors; 390,000 tested, 0.16% active; also: potency is read from the fitted curve at half-maximal effect; % is scaled to controls: 0 for no effect and ±100 for the full control effect
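A549 ARE-Fluc cells in 5% FBS OPTI-MEM, 5000 cells/well, rested 2 h then exposed to compounds in concentration-response for 18-24 h at 37 °C. Viability by CellTiter-Fluor fluorescence (Ex 405/Em 525) after 30 min; luciferase luminescence (BugLite, 15 min, RT) read afterwards.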
ATXN viability = cell viability loss in ATXN counter-screen. S2 cells (HEK-293 line with an ATXN2-luciferase reporter) viability, CellTiter-Fluor protease fluorescence, 24 h. Potency, µM (highest dose often 56.7 µM), most hits filed as cytotoxic. 400,000 tested, 0.49% active; also: potency is read from the fitted curve at half-maximal effect; nearly all actives have a fitted effect of over 40% in size
MmCpn inh = M. maripaludis TRiC chaperonin inhibition. purified Mm-Cpn ATPase, ADP Transcreener TR-FRET. Potency, µM (series often up to 76.9 µM), for inactives: at the top dose activity, negative = inhibition, most hits filed as inhibitors. 330,000 tested, 0.031% active. AID 504842; also: potency is read from the fitted curve at half-maximal effect; % is scaled to controls: 0 for no effect and ±100 for the full control effect; nearly all actives have a fitted effect of over 80% in size
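Quantitative HTS used 25 nM Mm-CPN and 10 uM ATP in magnesium/KCl Tris buffer, pH 7.4, with 1 mM DTT. Hydrolysis ran 30 min at 37°C; ADP was read by HTRF.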
CCT modulator = cytosolic chaperonin activity modulation; purified chaperonin ATPase assay, HTRF ADP detection, 30 min; activity change, % (concentration not given with the values), hits read low; 360,000 tested, 0.3% active; AID 651819; in the data active = activity change below about -30%; also: % is scaled to controls: 0 for no effect and ±100 for the full control effect
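TRiC at 40 or 20 nM final (batch-dependent) in 30 mM Tris pH 7.4, 100 mM KCl, 5 mM MgCl2, 1 mM DTT, with compound at single 76 uM and 10 uM ATP, 30 min at 37 deg C. ADP detected by HTRF Transcreener, 665/615 ratio.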
Akt phos inh = blocks phosphorylation of Akt; AID 651550; Neuro2A IGF-stimulated pAkt S473 HTRF, 20 min; stronger effect = lower value; activity change, % for hits at 50 µM; 360,000 tested, 0.32% active; in the data active = activity change below about -80%; inconclusive = mostly about -51% to -80%; also: % is scaled to controls: 0 for no effect and ±100 for the full control effect
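Single-point screen (50 µM final compound) in Neuro2A cells stimulated 20 min with 6 nM IGF at 37 deg C. After lysis, Ser473-phosphorylated Akt read by HTRF (ex 330 nm, em 615/665 nm) as the 665/615 ratio.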
Nrf2 inh = inhibitors of Nrf2 signaling; A549 ARE-Fluc reporter, luciferase luminescence, 18-24 h; Potency, µM (highest dose often 46 µM), inactives show top-dose activity change, negative = inhibition, most hits filed as inhibitors; 360,000 tested, 2.1% active; AID 504444; also: potency is read from the fitted curve at half-maximal effect; % is scaled to controls: 0 for no effect and ±100 for the full control effect; nearly all actives have a fitted effect of over 60% in size
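In this cell-based qHTS, ARE-driven firefly luciferase in A549 cells reports Nrf2 activity; the luminescent signal after BugLite lysis is the measured value, with a prior CellTiter-Fluor read for cell health.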
Nrf2 ARE act = activators of Nrf2 (ARE) signaling; AREc32 ARE-luciferase reporter (MCF7-derived line), luminescence, 24 h; Potency, µM (highest dose often 46.1 µM), inactives show at the highest dose activation, most hits filed as activators; 410,000 tested, 0.31% active; AID 624171; also: potency is read from the fitted curve at half-maximal effect; % of control where 0% means no effect; nearly all actives have a fitted effect of over 65% in size
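Luminescent ARE reporter assay in AREc32_Fluc cells: overnight plating at 37 deg C, 24 hr compound incubation, Steady-Glo added, 30 min RT before reading.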
The depositor's hits bear a star; i = inactive; ? = inconclusive; . = no result given; [ ] = remark or other dose. Unless noted, calls follow the shape of the dose curve; as a rule, active = well fitted curve in the direction sought with a large enough effect; inconclusive = small, poorly fitted or top-dose-only effect, or another doubt; inactive = no such curve, though single readings can be large; an effect the other way counts as inactive or inconclusive.

cpd	SMILES	HepG2 viability	ATXN viability	TGFb inhibitor	Nrf2 ARE act	Nrf2 inh	A549 tox	Akt phos inh	CCT modulator	MmCpn inh
1	CN(C1CCCCC1)S(=O)(=O)c1ccc(S(=O)(=O)N2CCCC2)cc1	-3%	i	0%	-0.7%	-8%	-2%	i	-0.4	1%
2	CNC(=O)c1ccc(Nc2nnc(-c3ccc(C)c(S(=O)(=O)NCC4CCCO4)c3)c3ccccc23)cc1 (stereo unspecified)	5%	i	0%	-0.3%	-17%	6%	i	0.6	-4%
3	CC(C)(C)c1ccc(C(=O)Nc2ccc(Oc3cccnc3)nc2)cc1	-36%	?	-2%	3.1%	1%	-2%	i	-3.1	-2%
4	CCOc1ccc2c(c1)sc1nc(C(=O)OC)cc(=O)n12	1%	?	-2%	-0.5%	8%	-6%	i	0.0	.
5	N#Cc1c(N)nc2c(c1-c1ccc3c(c1)OCO3)CCc1ccccc1-2	-13%	i	-23%	16%	?	?	i	2.3	-7%
6	CC(=O)c1ccc(NC(=O)CSc2ccc3nnc(-c4cccnc4)n3n2)cc1	3%	i	-1%	0.0%	1%	-3%	i	-1.9	-1%
7	NC(=O)COc1ccccc1C(=O)O	-31%	?	-6%	-0.4%	-4%	-1%	i	1.9	0%
8	COc1ccc(OC)c(NC(=O)N2CCC(CN3CCCCC3)CC2)c1	-12%	i	-10%	0.4%	?	4%	.	.	.
9	O=C(C1CCC1)N(CCc1ccccc1)Cc1nc2ccccc2c(=O)[nH]1	-3%	?	-1%	-0.6%	?	-13%	i	0.8	-2%
10	COc1cc2c(cc1OC)CN(c1ccc(F)cc1[N+](=O)[O-])CC2	-21%	i	-13%	8.0%	?	0%	i	-0.7	0%
11	COc1ccc([C@@H]2CC=C(C(=O)O)[C@H](c3ccc(C)cc3)N2S(=O)(=O)c2ccc(C)cc2)cc1OC	-3%	i	-3%	-0.5%	-9%	1%	i	-0.6	?
12	O=C(Cn1cnc2c(cnn2-c2ccc(F)cc2)c1=O)OCc1ccccc1	-3%	i	-2%	-0.3%	10%	-2%	i	0.1	1%
13	O=S(=O)(c1ccccc1)N(CC1CO1)c1ccccc1 (stereo unspecified)	12%	i	11%	-0.1%	4%	-14%	i	-2.2	0%
14	Cc1cc(OCC(=O)NCC2CCC(C(=O)O)CC2)c2c(C)cc(=O)oc2c1 (stereo unspecified)	-6%	i	19%	0.6%	-8%	5%	i	2.0	0%
15	CN1CCCN(S(=O)(=O)c2ccccc2)CC1	6%	i	0%	-1.0%	9%	1%	i	-2.5	-1%
16	Clc1cnc2nc(SC/C=C/c3ccccc3)[nH]c2c1	-18%	i	-10%	0.4%	10%	-1%	i	2.6	0%
17	CCCCCCCCNC(=S)NCCN1CCCCC1	-23%	25µM*	?	-2.0%	-10%	8%	i	-0.3	?
18	Cn1cc([N+](=O)[O-])c(C(=O)Nc2nc(-c3ccc(Cl)cc3)cs2)n1	6.3µM*	i	?	?	.	?	i	0.5	0%
19	COc1ccc(N2CCN(c3nc(Nc4ccc(C)c(F)c4)nc(N4CCCC4)n3)CC2)cc1	-4%	i	4%	0.2%	?	0%	i	-1.4	-4%
20	COc1ccc2nc(NC(=O)c3cnccn3)sc2c1	-42%	i	6%	2.9%	.	-8%	.	-0.4	1%
21	CC1(C(=O)NS(=O)(=O)c2ccc(Cl)cc2)CCN1C(=O)CCc1ccc(Cl)cc1Cl (stereo unspecified)	-1%	i	0%	0.5%	.	.	i	-4.2	.
22	COc1ccc(-c2sc3ccc(N4CCOCC4)cc3c2C#Cc2ccsc2)cc1	-28%	i	-8%	0.5%	29%	7%	i	1.1	-4%
23	Cc1ccc(/C=N/NC(=O)CNC(=O)c2ccc(S(=O)(=O)N(C)C)cc2)cc1	18%	i	-4%	2.1%	-4%	-1%	i	0.6	-2%
24	O=C(COC(=O)c1ccc2ccccc2n1)Nc1ccccc1F	-2%	i	-9%	-0.2%	14%	-3%	i	-2.3	2%
25	CN1C(=O)N(C)C2(c3ccccc3)NC(=O)NC12c1ccccc1 (stereo unspecified)	19%	i	36%[activator]	2.0%	.	0%	i	-1.4	-1%

Overlap with the part before: 2 compounds, then new ones.
cpd	SMILES	HepG2 viability	ATXN viability	TGFb inhibitor	Nrf2 ARE act	Nrf2 inh	A549 tox	Akt phos inh	CCT modulator	MmCpn inh
24	O=C(COC(=O)c1ccc2ccccc2n1)Nc1ccccc1F	-2%	i	-9%	-0.2%	14%	-3%	i	-2.3	2%
25	CN1C(=O)N(C)C2(c3ccccc3)NC(=O)NC12c1ccccc1 (stereo unspecified)	19%	i	36%[activator]	2.0%	.	0%	i	-1.4	-1%
26	O=C(Cn1nnc(-c2ccc(S(=O)(=O)N3CCCC3)cc2)n1)Nc1ccccc1-n1cccc1	0%	i	19%	-0.3%	-14%	-3%	i	-0.4	0%
27	O=C(Cn1ncc2c([nH]c3ccccc32)c1=O)NCCc1ccc(Cl)cc1	-15%	i	17%	-1.0%	-8%	2%	i	-3.9	-3%
28	COc1cccc(C2Nc3ccccc3-c3nnc(SCc4ccccc4)nc3O2)c1OC (stereo unspecified)	0%	i	3%	0.4%	15%	2%	.	.	.
29	CSc1ccc(CCNc2ncnc3onc(-c4ccc(Cl)cc4)c23)cc1	-24%	.	?	0.3%	9.2µM*	3%	.	.	.
30	CCn1c2ccccc2c2cc(NC(=O)COC(=O)c3cc(OC)c(OC)cc3OC)ccc21	-11%	?	?	0.3%	16µM*	-6%	i	-5.4	-4%
31	Cc1cc(C)cc(NC(=O)N2CCCC2C(=O)NCc2ccco2)c1 (stereo unspecified)	5%	i	9%	-0.5%	6%	2%	i	-0.1	2%
32	Cc1ccc2oc(C(=O)N(Cc3ccncc3)CC3CCCO3)c(C)c2c1 (stereo unspecified)	-38%	i	-5%	4.6%	28%	-8%	i	0.7	-1%
33	Cc1ccc(NC(=O)c2cc3c(s2)CCCC3)cc1S(=O)(=O)Nc1ccccc1Cl	-8%	i	10µM*	3.0%	7.3µM*	-20%	i	0.2	?
34	CC(=O)Nc1ccc(S(=O)(=O)Nc2nc3n(n2)C(c2ccccc2)CC(=O)N3)cc1 (stereo unspecified)	13%	i	-3%	-0.2%	.	-13%	i	-0.2	0%
35	COc1cc(OC)nc(Oc2ccccc2C(=O)Oc2ccc(C)cc2)n1	-10%	i	-20%	0.0%	8%	-1%	i	-1.2	-5%
36	CCNC(=O)C1(C)CCCN(C(=O)c2c(C)noc2C)C1 (stereo unspecified)	-2%	i	0%	0.6%	.	.	i	0.4	.
37	CCOc1ccc(C(=O)Nc2ccc(S(=O)(=O)Nc3nccc(C)n3)cc2)cc1OCC	-3%	i	18%	1.8%	-10%	9%	i	1.6	-2%
38	O=S1(=O)c2ccccc2N(Cc2ccccc2)c2ccccc21	1%	i	8%	-0.1%	25%	7%	.	.	.
39	Cc1c(S(=O)(=O)Nc2ccc3c(c2)OCCO3)c(=O)n(C)c(=O)n1C	-7%	i	10%	0.3%	-23%	-8%	i	-0.9	3%
40	O=C(CCc1nnc(-c2ccccc2)o1)NCc1cc(F)ccc1F	-15%	i	-6%	0.5%	-5%	-4%	i	-0.1	2%
41	CCOCCC(=O)Nc1ccc2c(c1)c(=O)n(C)n2CC=C(C)C	-51%	i	-18%	0.2%	.	.	i	0.5	.
42	CC1CC(=O)C(C2c3ccccc3CCN2C(=O)CCl)C(=O)C1 (stereo unspecified)	5%	i	0%	0.4%	?	0%	i	0.0	-1%
43	Cn1c(N)c(C(=O)COC(=O)c2cccnc2Cl)c(=O)n(C)c1=O	2%	i	4%	0.6%	2%	-1%	i	-2.1	2%

As entered above:
Entry for `Cc1cc(C)cc(NC(=O)N2CCCC2C(=O)NCc2ccco2)c1` (stereo unspecified) under Nrf2 inh: 6%
Entry for `CCOCCC(=O)Nc1ccc2c(c1)c(=O)n(C)n2CC=C(C)C` under TGFb inhibitor: -18%

Retrieved one by one from above (2):
cpd	SMILES	HepG2 viability	ATXN viability	TGFb inhibitor	Nrf2 ARE act	Nrf2 inh	A549 tox	Akt phos inh	CCT modulator	MmCpn inh
38	O=S1(=O)c2ccccc2N(Cc2ccccc2)c2ccccc21	1%	i	8%	-0.1%	25%	7%	.	.	.
43	Cn1c(N)c(C(=O)COC(=O)c2cccnc2Cl)c(=O)n(C)c1=O	2%	i	4%	0.6%	2%	-1%	i	-2.1	2%

An excerpt taken from the entries so far, as a working copy:
cpd	SMILES	HepG2 viability	ATXN viability	TGFb inhibitor	Nrf2 ARE act	Nrf2 inh	A549 tox	Akt phos inh	CCT modulator	MmCpn inh
42	CC1CC(=O)C(C2c3ccccc3CCN2C(=O)CCl)C(=O)C1 (stereo unspecified)	5%	i	0%	0.4%	?	0%	i	0.0	-1%
43	Cn1c(N)c(C(=O)COC(=O)c2cccnc2Cl)c(=O)n(C)c1=O	2%	i	4%	0.6%	2%	-1%	i	-2.1	2%
